Bioassay records (PubChem BioAssay)
Pf growth 96h: Primary qHTS for delayed death inhibitors of the malarial parasite plastid, 96 hour incubation; P. falciparum luciferase reporter growth, 96 h; Potency, µM (series often up to 28.7 µM), without a hit: at the top dose activity change, negative = inhibition, hits mostly inhibitors; 320,000 tested, 6.9% active; AID 504834, 2011; also: potency is read from the fitted curve at half-maximal effect; % is scaled to controls: 0 for no effect and ±100 for the full control effect
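Readout is luminescence from an integrated firefly luciferase in P. falciparum. Red cells, 2% hematocrit and 0.05% parasitemia final, were cultured with compound through two parasite generations (96 hours) at 37 C, 5% CO2.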
LmPK inhibitor: qHTS Assay for Inhibitors of Leishmania Mexicana Pyruvate Kinase (LmPK); Q27686; purified LmPK, Kinase-Glo ATP luminescence, 1 h; Potency, µM (titrated, usually from 57.5 µM), without a hit: at the top dose activity change, negative = inhibition, hits mostly inhibitors; 290,000 tested, 0.37% active; AID 1721, 2009; also: potency is read from the fitted curve at half-maximal effect; % is scaled to controls: 0 for no effect and ±100 for the full control effect
Target sequence (Q27686 whole entry, looked up): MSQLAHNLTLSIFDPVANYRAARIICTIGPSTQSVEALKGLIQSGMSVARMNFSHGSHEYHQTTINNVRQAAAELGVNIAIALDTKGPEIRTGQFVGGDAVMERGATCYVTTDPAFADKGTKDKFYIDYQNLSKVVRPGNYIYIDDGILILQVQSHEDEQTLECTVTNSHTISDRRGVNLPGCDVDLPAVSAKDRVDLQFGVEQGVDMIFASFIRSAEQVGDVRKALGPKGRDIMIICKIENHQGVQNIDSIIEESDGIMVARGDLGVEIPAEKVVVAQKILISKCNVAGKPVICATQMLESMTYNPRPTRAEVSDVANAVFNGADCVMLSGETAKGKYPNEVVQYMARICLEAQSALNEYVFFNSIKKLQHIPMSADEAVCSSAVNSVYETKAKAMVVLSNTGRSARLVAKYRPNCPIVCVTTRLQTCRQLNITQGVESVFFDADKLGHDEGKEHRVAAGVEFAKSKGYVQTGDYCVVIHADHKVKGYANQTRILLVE
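0.1 nM LmPK, 0.5 mM PEP, 0.1 mM ADP; 50 mM imidazole pH 7.2, 7 mM MgCl2, 50 mM KCl; 1 h RT. Kinase-Glo luminescence readout, normalized to no-enzyme (full inhibition) and uninhibited wells.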
TbPYK inhibitor: qHTS of Trypanosoma Brucei Inhibitors. pyruvate kinase (Trypanosoma brucei), Q57TT1. TbPYK enzyme, Kinase-Glo Plus ATP luminescence, 45 min. Potency, µM (highest dose often 76.8 µM), for inactives: at the highest dose activity, negative = inhibition, hits mostly inhibitors. 410,000 tested, 0.12% active. AID 624173, 2012; also: potency is read from the fitted curve at half-maximal effect; % is scaled to controls: 0 for no effect and ±100 for the full control effect; nearly all actives have a fitted effect of over 50% in size
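Enzyme and substrate buffer are dispensed first and compound is pin-transferred. ADP at 130 uM final then starts the reaction, which runs 45 min at room temperature. Detection reagent is added for 10 min before luminescence is imaged.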
Cycloheximide cs: Cycloheximide Counterscreen for Small Molecule Inhibitors of Shiga Toxin. cell reporter, cycloheximide protein synthesis inhibition counterscreen. max response, %. 300,000 tested, 12% active; in the data active = max response mostly above about 13%, no sharp cut-off; inactive = mostly below about 14%; also: read at 38.3 µM for the half of the compounds with a filed dose; 0% is about no effect
Shiga inhibitor: A qHTS for Small Molecule Inhibitors of Shiga Toxin; Vero cells, Shiga toxin protein synthesis inhibition reporter; inhibition, % at 38.7 µM; 290,000 tested, 9.2% active; in the data active = inhibition mostly above about 28%, no sharp cut-off; inactive = mostly below about 43%; also: 0% is about no effect
Pf growth 48h: Primary qHTS for delayed death inhibitors of the malarial parasite plastid, 48 hour incubation. P. falciparum luciferase growth in erythrocytes, 48 h. Potency, µM (doses to about 28.7 µM), without a hit: at the top dose activity change, negative = inhibition, most hits filed as inhibitors. 310,000 tested, 5.9% active; also: potency is read from the fitted curve at half-maximal effect; % is scaled to controls: 0 for no effect and ±100 for the full control effect
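Parasite viability was followed by luminescence of a genomically integrated firefly luciferase. Cultures held 0.1% parasitemia at 2% hematocrit (final), incubated under 5% CO2 at 37 C.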
HCV inh: qHTS Assay for Inhibitors of Hepatitis C Virus (HCV); Potency, µM (doses to about 41.8 µM), without a hit: at the top dose activity change, negative = inhibition, most hits filed as inhibitors; Huh7.5.1 HCVcc-Cre infection, luciferase reporter, 44 h; AID 651820, 2012; 340,000 tested, 3.4% active; also: potency is read from the fitted curve at half-maximal effect; % is scaled to controls: 0 for no effect and ±100 for the full control effect
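Infectious HCV cell culture screen: compound-treated cells (1,000/well, pre-plated 4 h) are infected with HCVcc-Cre at roughly 0.5 moi and grown 44 h. Infection is quantified by luciferase signal after 15 min substrate incubation at room temperature.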
Numbers without * were called inactive; [ ] = remark or other dose. Unless noted, calls follow the shape of the dose curve; as a rule, active = well fitted curve in the direction sought with a large enough effect; inconclusive = small, poorly fitted or top-dose-only effect, or another doubt; inactive = no such curve, though single readings can be large; an effect the other way counts as inactive or inconclusive.

What do the screens show for `CCOC(=O)c1c(-c2ccc(C)cc2)csc1NC(=O)CCN1CC(C)OC(C)C1` (configuration not stated)?
Pf growth 96h: inconclusive; LmPK inhibitor: 8%; TbPYK inhibitor: -8%; Cycloheximide cs: 0; Shiga inhibitor: -9; Pf growth 48h: inconclusive; HCV inh: -27%

How did COc1ccc(/C=N/NC(=O)C(C)Sc2ccccn2)cc1[N+](=O)[O-] (configuration not stated) do in these assays?
Pf growth 96h: inconclusive; LmPK inhibitor: 0%[11.5 µM]; TbPYK inhibitor: -7%; Cycloheximide cs: -4; Shiga inhibitor: -18; Pf growth 48h: -4%; HCV inh: -11%

Results for O=C(CC1CCC1)NC(c1ccccc1)c1ccccc1 ?
Pf growth 96h: 21%; LmPK inhibitor: 3%; TbPYK inhibitor: 2%; Cycloheximide cs: 1; Shiga inhibitor: -3; Pf growth 48h: inconclusive; HCV inh: -12%

Results for O=C(NCCS(=O)(=O)NCc1ccc2c(c1)OCO2)c1ccccc1 ?
Pf growth 96h: -6%; TbPYK inhibitor: 7%; Pf growth 48h: -5%; HCV inh: 31%[activator]

Results for COc1cc(C#N)c(NC(=O)CN2CCN(CCO)CC2)cc1OC ?
Pf growth 96h: 3%; LmPK inhibitor: 7%; TbPYK inhibitor: 3%; Cycloheximide cs: -5; Shiga inhibitor: -3; Pf growth 48h: 0%; HCV inh: 6%

What do the screens show for `CN(C)S(=O)(=O)c1ccc(C(=O)Nc2nnc(SCc3cccc4ccccc34)s2)cc1`?
Pf growth 96h: 14%; LmPK inhibitor: 4%; TbPYK inhibitor: 1%; Cycloheximide cs: -3; Shiga inhibitor: -5; Pf growth 48h: 16%; HCV inh: 15%

Results for COc1cc(/C=C2\NC(=S)N(C)C2=O)ccc1OCc1ccccc1F ?
Pf growth 96h: 0%; LmPK inhibitor: 2%; TbPYK inhibitor: -2%; Cycloheximide cs: -3; Shiga inhibitor: -6; Pf growth 48h: inconclusive; HCV inh: -15%

What do the screens show for `CC1=C(C(=O)OCc2ccccc2)C(c2ccc([N+](=O)[O-])cc2)NC(=O)N1CCCC(=O)O` (configuration not stated)?
Pf growth 96h: -1%; LmPK inhibitor: -7%; TbPYK inhibitor: 1%; Cycloheximide cs: -2; Shiga inhibitor: -6; Pf growth 48h: 1%; HCV inh: 15%

Results for CCOc1ccc(OCc2ccc(C(=O)NCc3ccncc3)o2)cc1 ?
Pf growth 96h: -4%; LmPK inhibitor: -11%; TbPYK inhibitor: -1%; Cycloheximide cs: 17*; Shiga inhibitor: 26; Pf growth 48h: 3%; HCV inh: 7.1µM*

How did CSc1cccc(NC(=O)c2[nH]c(C)c(C(C)=O)c2C)c1 do in these assays?
Pf growth 96h: inconclusive; LmPK inhibitor: 4%; TbPYK inhibitor: 1%; Cycloheximide cs: 44*; Shiga inhibitor: 93*; Pf growth 48h: -73%; HCV inh: inconclusive

Results for CC1CCN(CC(=O)c2cccs2)CC1 ?
Pf growth 96h: 69%[activator]; LmPK inhibitor: 3%; TbPYK inhibitor: -3%; Cycloheximide cs: 13*; Shiga inhibitor: 37*; Pf growth 48h: 39%[activator]; HCV inh: 15%

What do the screens show for `O=C(CCN1C(=O)C2CC=C(Cl)CC2C1=O)N1CCCCC1` (configuration not stated)?
LmPK inhibitor: 2%; TbPYK inhibitor: -3%; Cycloheximide cs: 5; Shiga inhibitor: -8; Pf growth 48h: 17%; HCV inh: 2%

Results for COc1cccc(N2CCN(c3ccc4nnc(CCC(=O)Nc5ccc(F)cc5)n4n3)CC2)c1 ?
Pf growth 96h: inconclusive; LmPK inhibitor: 10%; TbPYK inhibitor: -11%; Cycloheximide cs: 4; Shiga inhibitor: 14; Pf growth 48h: inconclusive; HCV inh: 13%

How did Cc1c(C)n(C(=O)CN2CCC(C(N)=O)CC2)c2ccccc12 do in these assays?
Pf growth 96h: -4%; LmPK inhibitor: 2%; TbPYK inhibitor: -11%; Cycloheximide cs: -2; Shiga inhibitor: -12; Pf growth 48h: 12%; HCV inh: 9%

Results for O=C(CSc1nnc2ccccn12)NCCN1C(=O)CSC1=O ?
Pf growth 96h: 18%; LmPK inhibitor: 1%; TbPYK inhibitor: -2%; Cycloheximide cs: -2; Shiga inhibitor: 9; Pf growth 48h: 15%; HCV inh: 31%[activator]

What do the screens show for `O=[N+]([O-])c1cc(/C=N/NC(=S)Nc2ccccc2Cl)ccc1Cl`?
Pf growth 96h: 59%[activator][5.75 µM]; LmPK inhibitor: 1%; TbPYK inhibitor: -5%; Cycloheximide cs: 10; Shiga inhibitor: 21; Pf growth 48h: -19%; HCV inh: inconclusive

What do the screens show for `O=C(O)Cc1ccc(C(=O)c2ccc(Cl)cc2)s1`?
Pf growth 96h: -26%; LmPK inhibitor: 0%; TbPYK inhibitor: -1%; Cycloheximide cs: 8; Shiga inhibitor: -8; HCV inh: 18%

Results for CCN(CC)S(=O)(=O)c1ccc(Nc2ccc(-c3ccc4c(c3)OCCO4)nn2)cc1 ?
Pf growth 96h: inconclusive; LmPK inhibitor: -1%; TbPYK inhibitor: -1%; Cycloheximide cs: 10; Shiga inhibitor: 11; Pf growth 48h: -1%; HCV inh: inconclusive

Results for CC(C)(C)c1cc(C(=O)NNc2ccc(OC(F)(F)F)cc2)n(Cc2ccccc2)n1 ?
Pf growth 96h: inconclusive; LmPK inhibitor: 2%; TbPYK inhibitor: -1%; Cycloheximide cs: 3; Shiga inhibitor: 3; Pf growth 48h: inconclusive; HCV inh: inconclusive

What do the screens show for `Cn1c(Cl)cnc1C(O)(c1ccccc1)c1ccccc1`?
Pf growth 96h: 9%; LmPK inhibitor: -4%; TbPYK inhibitor: 0%; Cycloheximide cs: -1; Shiga inhibitor: -16; Pf growth 48h: -15%; HCV inh: -1%

For reference, 2 of the compounds above:
Results for CC(C)(C)c1cc(C(=O)NNc2ccc(OC(F)(F)F)cc2)n(Cc2ccccc2)n1 ?
Pf growth 96h: inconclusive; LmPK inhibitor: 2%; TbPYK inhibitor: -1%; Cycloheximide cs: 3; Shiga inhibitor: 3; Pf growth 48h: inconclusive; HCV inh: inconclusive

What do the screens show for `Cn1c(Cl)cnc1C(O)(c1ccccc1)c1ccccc1`?
Pf growth 96h: 9%; LmPK inhibitor: -4%; TbPYK inhibitor: 0%; Cycloheximide cs: -1; Shiga inhibitor: -16; Pf growth 48h: -15%; HCV inh: -1%

The listing continues.
How did CC(=O)c1c(C)[nH]c(C(=O)COC(=O)c2cc(S(=O)(=O)N(C)c3ccccc3)ccc2Cl)c1C do in these assays?
Pf growth 96h: -8%; LmPK inhibitor: 2%; TbPYK inhibitor: -8%; Cycloheximide cs: -4; Shiga inhibitor: 1; Pf growth 48h: 2%; HCV inh: -27%

How did CCOC(=O)c1c(-c2ccccc2)csc1NC(=O)CSc1nnc(C)s1 do in these assays?
Pf growth 96h: inconclusive; LmPK inhibitor: 2%; TbPYK inhibitor: 0%; Cycloheximide cs: -5; Shiga inhibitor: -12; Pf growth 48h: 2.9µM*; HCV inh: inconclusive

Results for O=C(O)CCC(=O)NNC(=O)c1ccc([N+](=O)[O-])cc1 ?
Pf growth 96h: 90%[activator]; LmPK inhibitor: 2%; TbPYK inhibitor: -16%; Cycloheximide cs: -1; Shiga inhibitor: 9; Pf growth 48h: 89%[activator]; HCV inh: -8%

How did N#Cc1c[nH]n2c(=O)c3c(nc12)CCC3 do in these assays?
Pf growth 96h: 42%[activator]; LmPK inhibitor: -2%; TbPYK inhibitor: -1%; Cycloheximide cs: 1; Shiga inhibitor: 18; Pf growth 48h: -10%; HCV inh: 17%

How did O=[N+]([O-])c1ccc(/C=N/NC(=S)Nc2ccccc2)o1 do in these assays?
Pf growth 96h: -14%; LmPK inhibitor: 3%; TbPYK inhibitor: -24%; Cycloheximide cs: 23*; Shiga inhibitor: 48*; Pf growth 48h: 5%; HCV inh: -10%

How did O=C(NC(Cc1ccccc1)C(=O)O)/C(=C/c1ccc(Cl)cc1)NC(=O)c1ccccc1 (configuration not stated) do in these assays?
Pf growth 96h: -25%; LmPK inhibitor: 1%[11.5 µM]; TbPYK inhibitor: 2%; Cycloheximide cs: -4; Shiga inhibitor: 4; Pf growth 48h: 9%; HCV inh: 17%

Results for CN(C)S(=O)(=O)c1cccc(-c2csc(=Nc3ccccc3)n2CCCN2CCOCC2)c1 ?
Pf growth 96h: -29%; LmPK inhibitor: 3%; TbPYK inhibitor: -10%; Cycloheximide cs: -1; Shiga inhibitor: 21; Pf growth 48h: 0%; HCV inh: inconclusive

How did NC(N)=Nc1nc(CCN2C(=O)c3ccccc3C2=O)cs1 do in these assays?
Pf growth 96h: -6%; LmPK inhibitor: -3%; TbPYK inhibitor: 1%; Cycloheximide cs: 3; Shiga inhibitor: 8; Pf growth 48h: 12%; HCV inh: 18%

What do the screens show for `Cc1nc(Nc2cccc(O)c2)c2oc3ccccc3c2n1`?
Pf growth 96h: -18%; LmPK inhibitor: 1%; TbPYK inhibitor: 1%; Cycloheximide cs: 42*; Shiga inhibitor: 52*; Pf growth 48h: -19%[0.00184 µM]; HCV inh: 13µM*

Results for CCn1nc(C)c(Br)c1-c1nc(-c2ccc(C)cc2)no1 ?
Pf growth 96h: -7%; LmPK inhibitor: 0%; TbPYK inhibitor: 2%; Cycloheximide cs: 1; Shiga inhibitor: 7; Pf growth 48h: 15%; HCV inh: 1%

What do the screens show for `COc1cc(C(=O)OC(C)C(=O)Nc2ccc3c(c2)OCO3)ccc1OCc1c(C)noc1C` (configuration not stated)?
Pf growth 96h: inconclusive; LmPK inhibitor: 1%; TbPYK inhibitor: 3%; Cycloheximide cs: 10; Shiga inhibitor: -9; Pf growth 48h: inconclusive; HCV inh: -18%

What do the screens show for `Cc1ccc(/C=N/n2c(C)nnc2C)o1`?
Pf growth 96h: 17%; LmPK inhibitor: -3%; TbPYK inhibitor: inconclusive; Cycloheximide cs: 5; Shiga inhibitor: 9; Pf growth 48h: 11%; HCV inh: 13%

How did N#CC(c1nc2ccccc2nc1OCCO)S(=O)(=O)c1ccccc1 (configuration not stated) do in these assays?
Pf growth 96h: 10%; LmPK inhibitor: 0%; TbPYK inhibitor: 2%; Cycloheximide cs: 0; Shiga inhibitor: 15; Pf growth 48h: 1%; HCV inh: 3%

Results for O=C(NCc1cccs1)C(=O)NCC1OCCCN1S(=O)(=O)c1ccc(F)cc1 (configuration not stated) ?
Pf growth 96h: inconclusive; LmPK inhibitor: -4%; TbPYK inhibitor: -3%; Cycloheximide cs: 1; Shiga inhibitor: -5; Pf growth 48h: -10%; HCV inh: 24%

How did Cc1nn(CC(=O)N2CCOCC2)c(=O)c2c1sc1ccccc12 do in these assays?
Pf growth 96h: inconclusive; LmPK inhibitor: -1%; TbPYK inhibitor: 2%; Cycloheximide cs: 16; Shiga inhibitor: -3; Pf growth 48h: -9%; HCV inh: 6%

What do the screens show for `Cc1ccc(-c2n[nH]c(=O)c3ccccc23)cc1N`?
Pf growth 96h: 9%[5.75 µM]; LmPK inhibitor: -2%; TbPYK inhibitor: 1%; Cycloheximide cs: -1; Shiga inhibitor: -8; Pf growth 48h: 13%; HCV inh: 3%

What do the screens show for `O[C@H]1[C@H]2[C@H](O)CCCN2C[C@H]1O`?
Pf growth 96h: 9.5µM*; TbPYK inhibitor: -4%; Pf growth 48h: -5%
